High-throughput results as filed in PubChem.
RECQ1 inh: RECQ1 (human) helicase inhibition; P46063; RECQ1 DNA unwinding, red fluorescence kinetic read; Potency, µM (doses to about 57.3 µM), without a hit: top-dose activity, negative = inhibition, hits mostly inhibitors; hit rate 0.54% among 240,000; AID 2549;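 further: plate controls were vehicle for no effect and no enzyme for full effect; nearly all actives have a fitted effect of over 30% in size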
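50 nM RECQ1T1 preincubated 15 min with compound in Tris pH 8.0 buffer with MgCl2, DTT, Tween-20 and 2.5 ug/ml poly(dI-dC); started with 200 nM TAMRA/BHQ-2 forked duplex and 2 mM ATP. Unwinding read as fluorescence (525/598 nm), two reads 2 h apart.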
Luc counter: counter-screen: inhibitors of Kinase-Glo firefly luciferase; Q27757; Kinase-Glo luciferase, ATP luminescence, 8 min; Potency, µM (doses to about 38.3 µM), inactives show top-dose activity change, negative = inhibition, most hits filed as inhibitors; hit rate 0.28% among 200,000; further: on the % scale 0 is the no-effect control and ±100 the full control effect; nearly all actives have a fitted effect of over 60% in size
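Compounds were added to a substrate mix at pH 7.2 (50 mM imidazole, 10 uM ATP, within the enzyme's linear range), followed by Kinase-Glo detection reagent; luminescence was measured after 8 minutes at ambient temperature.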
L3MBTL1 inh: L3MBTL1 (human) inhibition. Q9Y468. AlphaScreen L3MBTL1–H3K9me1 peptide binding. Potency, µM (titrated, usually from 57.1 µM), inactives show top-dose activity, negative = inhibition, usual class: inhibitors. hit rate 0.66% among 230,000; further: on the % scale 0 is the no-effect control and ±100 the full control effect; nearly all actives have a fitted effect of over 60% in size
Target sequence (Q9Y468 whole entry, looked up): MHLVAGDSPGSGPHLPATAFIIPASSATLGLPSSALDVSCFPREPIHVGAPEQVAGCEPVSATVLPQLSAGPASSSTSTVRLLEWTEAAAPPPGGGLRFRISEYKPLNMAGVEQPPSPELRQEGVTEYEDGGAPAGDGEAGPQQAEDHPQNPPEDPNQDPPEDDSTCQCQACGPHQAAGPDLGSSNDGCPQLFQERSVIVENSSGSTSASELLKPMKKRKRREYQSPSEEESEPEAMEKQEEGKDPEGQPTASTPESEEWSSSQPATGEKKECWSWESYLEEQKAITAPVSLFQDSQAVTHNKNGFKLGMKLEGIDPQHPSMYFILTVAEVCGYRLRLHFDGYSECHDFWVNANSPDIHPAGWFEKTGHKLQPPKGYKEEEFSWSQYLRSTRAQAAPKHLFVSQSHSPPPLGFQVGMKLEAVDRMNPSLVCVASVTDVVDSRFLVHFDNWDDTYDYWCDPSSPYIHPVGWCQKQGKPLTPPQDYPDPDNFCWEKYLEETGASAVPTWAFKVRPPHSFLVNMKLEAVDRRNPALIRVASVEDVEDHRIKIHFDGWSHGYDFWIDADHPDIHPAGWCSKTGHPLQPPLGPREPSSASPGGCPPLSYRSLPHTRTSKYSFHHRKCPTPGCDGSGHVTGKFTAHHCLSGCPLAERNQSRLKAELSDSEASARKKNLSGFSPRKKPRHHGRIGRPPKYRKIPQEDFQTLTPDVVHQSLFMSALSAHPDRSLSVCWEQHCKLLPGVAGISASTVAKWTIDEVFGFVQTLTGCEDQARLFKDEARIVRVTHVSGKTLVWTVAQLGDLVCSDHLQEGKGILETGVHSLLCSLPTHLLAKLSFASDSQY
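AlphaScreen assay: L3MBTL1 (50 nM final) was preincubated 30 min at room temperature with biotinylated H3(1-15)K9me1 peptide (75 nM final), then 30 min with library compounds; streptavidin donor and nickel chelate acceptor beads (10 ug/mL final) added, 30 min dark.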
ALDH1A1 inh: ALDH1A1 (human) enzyme inhibition. P00352. Potency, µM (doses to about 75.3 µM), inactives show at the highest dose activity, negative = inhibition, usual class: inhibitors. Purified ALDH1A1, NADH fluorescence, propionaldehyde substrate. hit rate 7.3% among 220,000. AID 1030; active means well fitted inhibition curve with a large enough effect, not every such curve was filed as active; inconclusive means small, poorly fitted or top-dose-only effect, or another doubt; inactive means no such curve, though single readings can be large or run the other way;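 further: plate controls were no enzyme wells and a reference inhibitor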
JMJD2E inh: inhibitors of human JMJD2E histone demethylase. hit rate 1.6% among 230,000. AID 2147. Potency, µM (doses to about 57.1 µM), for the others: at the top dose activity change, negative = inhibition, usual class: inhibitors. JMJD2E catalytic domain, FDH-coupled NADH fluorescence (FDH is formaldehyde dehydrogenase); active means well fitted inhibition curve with a large enough effect, not every such curve was filed as active; inconclusive means small, poorly fitted or top-dose-only effect, or another doubt; inactive means no such curve, though single readings can be large or run the other way;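 further: 0% = wells with enzyme and -100% = buffer wells without enzyme; nearly all actives have a fitted effect of over 50% in size; many of its hits are not listed in these tables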
SMN2 splice enh: enhancers of SMN2 splice variant expression; HEK293 SMN2-luciferase splicing reporter, luminescence, 30-36 h; Potency, µM (highest dose often 46.1 µM), without a hit: at the highest dose activity change, positive = activation, most hits filed as activators; hit rate 2.8% among 210,000; further: % of control where 0% means no effect; nearly all actives have a fitted effect of over 55% in size
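HEK293 cells carry an SMN2 […]–luciferase reporter in which exon 7 inclusion puts luciferase in frame. Cells were plated 10-12 h before compound addition, then incubated 30-36 h at 37C. ONE-Glo luminescence was read; sodium butyrate at 4.5 mM final served as control.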
Tau fibril ThT: tau fibrillization inhibition (ThT binding); P10636; AID 1460; Potency, µM (series often up to 57.4 µM), for the others: at the highest dose activity, negative = inhibition, actives largely listed as inhibitors; hit rate 2.1% among 270,000; recombinant tau K18 P301L (four-repeat tau fragment), heparin-induced fibrillization, ThT fluorescence; further: on the % scale 0 is the no-effect control and ±100 the full control effect; nearly all actives have a fitted effect of over 55% in size
Target sequence (P10636 561-689 P618L limits assumed): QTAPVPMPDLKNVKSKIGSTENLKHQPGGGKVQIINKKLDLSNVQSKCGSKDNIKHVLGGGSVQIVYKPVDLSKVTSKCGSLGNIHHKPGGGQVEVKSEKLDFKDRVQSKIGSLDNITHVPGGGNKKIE
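K18 P301L tau (15 uM + 0.24 uM Alexa 594-tagged), heparin 20 uM, NaOAc pH 7, 6 h 37 C; ThT 30 uM, 1 h RT, ex 450/em 510 nm.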
LMNA splice mod: LMNA splicing modulation | hit rate 0.01% among 200,000 | HeLa LMNA splicing GFP/RFP minigene ratio, 48 h | AID 1487 | Potency, µM (top dose mostly 46.1 µM), without a hit: at the highest dose ratio change, negative = inhibition, hits mostly inhibitors; active means well fitted inhibition curve with a large enough effect in the signal ratio, with a control signal flat, not every such curve was filed as active; inconclusive means small, poorly fitted or top-dose-only effect, or effect the other way, or a change in a side signal; the % refers to the signal ratio; further: on the % scale 0 is the no-effect control and ±100 the full control effect
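S3 HeLa cells stably expressing lamin A-EGFP splicing minigene plus DsRed2, 600 cells/well, 48 h compound exposure at 37C. Laser-scanning cytometry; analysed as GFP (500-530 nm)/RFP (575-640 nm) total intensity ratio; 0.5% DMSO vehicle.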
An asterisk follows results filed as active; i = inactive; ? = inconclusive; nt = not tested or not shown; & = joins results of further samples; [ ] = dose if it differs, or a comment. Unless noted, the call rests on the fitted dose curve; in most records, active means well fitted curve in the direction sought with a large enough effect; inconclusive means small, poorly fitted or top-dose-only effect, or another doubt; inactive means no such curve, though single readings can be large; an effect the other way counts as inactive or inconclusive. Potency means the concentration at half of the fitted maximal effect. Some of the compounds tested; rates above refer to the full screens.

SMILES | RECQ1 inh | Luc counter | L3MBTL1 inh | ALDH1A1 inh | JMJD2E inh | SMN2 splice enh | Tau fibril ThT | LMNA splice mod
CCCCc1ccc(NC(=O)N[C@H](C(=O)O)C(C)CC)cc1 (stereo partly specified) | -10% | 1% | 10% | 14% | 7% | -6% | -6% | -8%
COc1ccc(OC)c(C2CC(=O)OC3=C2C(=O)CC(C)(C)C3)c1 (stereo unspecified) | 0% | 0% | nt | 8% | -1% | 6% | -14% | ?
Cc1cc(C(=O)NCC(c2ccco2)N(C)C)no1 (stereo unspecified) | 2% | -1% | 4% | 1% | -9% | 0% | 0% | -8%
CON(C)S(=O)(=O)c1ccc2c(c1)NC(=O)C1CCCN21 (stereo unspecified) | -9% | -1% | -2% | ? | ? | -4% | ? | 4%
COc1ccc(CCNC(=O)C2CC(=O)N(C3CCCCCCC3)C2)cc1OC (stereo unspecified) | -3% | -4% | -1% | ? | -4% | -20% | -6% | 3%
CCSc1nnc(NC(=O)[C@@H](NC(=O)c2ccc(C(C)(C)C)cc2)C(C)C)s1 | i | 2% | -6% | 0% | ? | -14% | ? | ?
Cc1noc(NS(=O)(=O)c2ccc(N/C=C\C(=O)c3ccc(Br)cc3)cc2)c1C | ? | 1% | -18% | -11% | -10% | nt | 13µM* | ?
COC(=O)c1ccc2c(=O)n(CC3CCCO3)c(SCC(=O)NCCc3ccc(S(N)(=O)=O)cc3)nc2c1 (stereo unspecified) | -6% | 10% | nt | -7% | ? | 29% | -4% | nt
COC(=O)c1ccccc1NC(=S)NC(=O)COc1ccccc1Cl | -3% | -3% | -5% | -11% | -4% | -2% | -9% | 4%
C=CCNC(=O)C1CCN(c2ccc(S(=O)(=O)N3CCOCC3)cc2Cl)CC1 | -7% | 2% | 0% | 0% | -4% | nt | -6% | ?
COc1ccc(OC)c(/C=N/NC(=O)c2ccc(=O)[nH]n2)c1 | 3% | nt | -17% | nt | 4% | nt | -4% | nt
CCCCCCC(=O)Nc1ccc(Cl)cn1 | 7% | -1% | nt | 6% | 9% | -13% | 11% | 3%
CC(=O)/C(N=Nc1ccc2c(c1)OCCO2)=C(\C)O | -3% | ? | nt | ? | 4% | -88%[inhibitor] | 10µM* | nt
CCCSc1nc(C)c(-c2csc(C(C#N)=C3CCCC3)n2)cc1C#N | 7.9µM* | -3% | ? | 22µM* | ? | -32%[inhibitor] | ? | ?
Cc1ccc(NC(=O)CCC(=O)NNC(=O)NC23CC4CC(CC(C4)C2)C3)cc1C | 30% | -1% | 5% | -4% | 6% | -1% | -11% | nt
COc1ccc(NC(=S)NC2CC3CCCC(C2)N3C2CC2)cc1 (stereo unspecified) | i | -2% | -8% | -2% | 4% | -6% | 4% | 0%[46 µM]
Nc1ccccc1SCc1cc([N+](=O)[O-])cc2c1OCOC2 | i | -1% | -5% | ? | -7% | -12% | -9% | 2%
C/C(=N/N1CCN(Cc2cccc3ccccc23)CC1)c1ccco1 | -2% | nt | -3% | nt | 8% | nt | ? | nt
Cc1c(Cl)cccc1-n1nnnc1-c1cccs1 | i | 22% | nt | 11µM* | 2% | 0% | -10% | 18%
Cc1ccc2c(c1)N(CC(=O)NCC1CCCO1)C(=O)C(C)O2 (stereo unspecified) | -6% | 2% | -4% | 3% | 1% | 11% | 0% | 11%
CCCC[C@H]1C[C@@H]1[C@@H]1N(P(=O)(c2ccccc2)c2ccccc2)C[C@@](O)(c2ccccc2)CC12CC2 | -16% | -4% | nt | -5% | -18% | -38%[inhibitor] | ? | nt
COc1ccccc1N1CCN(C(=O)c2oc3cc(C)c(C)cc3c2C)CC1 | -1% | -3% | -1% | ? | -3% | nt | ? | ?
CC(=O)c1ccc(NC(=O)c2cc(Cl)sc2Cl)cc1 | -6% | -1% | 17% | 11% | -4% | 13µM* | ? | -3%
Cc1c(C(=O)c2no[n+]([O-])c2C(=O)c2cnn(C)c2C)cnn1C | -1% | -1% | 4% | 0.89µM* | 0% | -100%[inhibitor] | 14µM* | ?
O=C(Oc1ccccc1)N1CCC2(CCCN(c3ncccn3)C2)CC1 | i | -1% | nt | -4% | nt | -38%[inhibitor] | nt | nt
CCS(=O)(=O)Nc1ccc(C2=NN(S(=O)(=O)c3ccc(F)cc3)C(c3ccco3)C2)cc1 (stereo unspecified) | -13% | 6% | nt | -5% | -3% | -17% | -9% | 10%
Cc1ccc(OCC(=O)N/N=C/c2ccncc2)cc1 | i | -10% | -5% | 2% | 3% | -14% | 6% | 0%
COc1ccc(/C=N/N2CCOCC2)cc1COc1ccc(F)cc1 | -3% | -7% | nt | -26% | 5% | -38% | -15% | 6%[46 µM]
COC(=O)C(CCSC)NC(=O)Cn1ncc2c(=O)oc3ccccc3c21 (stereo unspecified) | -7% | 3% | nt | -9% | 3% | -10% | 5% | -3%
CCCCCCCc1c(O)nc(SCC(=O)O)[nH]c1=O | -2% | nt | 10% | nt | -1% | nt | -8% | nt
CCCCN(CC)Cc1ccc(CNC(=O)Nc2ccc(F)cc2)o1 | i | -1% | nt | -1% | 7% | -2% | 3% | ?
O=C(CCN1C(=O)c2ccccc2C1=O)Nc1sc2c(c1C(=O)NCc1ccco1)CCCC2 | 5% | 5% | 13% | ? | -3% | -15% | 3% | 4%
Cc1cc(C(=O)CSc2cccc[n+]2[O-])c(C)n1-c1ccccc1 | -3% | 1% | -9%[11.4 µM] | ? | -5% | 1µM* | 10% | nt
O=C(NCCc1cccc(Cl)c1)c1cccc([N+](=O)[O-])c1 | -5% | 4% | ? | -7% | -3% | 0% | -12% | -14%
COC(=O)C1=C(C)N(c2cccc(C)c2)C(=O)/C1=C\c1cccs1 | -6% | -1% | -29% | -7% | -6% | -17% | ? | 8%
Cc1nnc(NC(=O)c2c(F)cccc2F)s1 | -5% | -3% | 16% | 8% | -1% | 2% | -13% | -9%
C=CCn1cc(F)c(=O)n(CC=C)c1=O | -14% | 0% | -22% | 11% | 8% | 0% | 3% | nt
Cc1cccc(OCC(=O)N=Nc2c(O)[nH]c3ccc([N+](=O)[O-])cc23)c1 | 2% | nt | -23% | nt | -3% | nt | 4µM* | nt
O=C(NCCO[N+](=O)[O-])c1cccnc1 | -5%&1% | 2% | nt | -1% | -5%&-2% | nt | -4%&-11% | nt
O=C(CCNS(=O)(=O)c1cccs1)Nc1nccs1 | -10% | -4% | -6% | 11% | 12% | 1% | -2% | -3%
COc1cccc(C2CC(=O)Nc3cc4c(cc32)OCCO4)c1OC(C)C (stereo unspecified) | -4% | 4% | -5% | 11% | -7% | 8% | -16% | -11%
O=C(CSCCc1ccccn1)Nc1ccc(Br)cn1 | -3% | 0% | 3% | 3% | 0% | -5% | -12% | 8%
Cc1ccc(NC(=O)c2oc3ccccc3c2NC(=O)c2ccc3c(c2)OCO3)cc1 | -5% | -4% | 6% | ? | ? | -11% | 10% | -8%
CCC(/C=N/NC(=O)c1ccccc1F)CC | -9% | -1% | 5% | -7% | 84%[activator] | 9% | -2% | ?
COc1ccc(N2Cc3cccc(C(=O)NC(C)CCc4ccco4)c3C2=O)cc1 (stereo unspecified) | 7.9µM* | -2% | 14µM* | 25µM* | ? | 7% | ? | -2%
O=C(O)c1ccccc1C(=O)NNc1ccc(F)cc1 | -3% | 0% | 6% | 7.9µM* | -6% | -6% | ? | 3%
CNC(=S)N(CCc1c(C)[nH]c2ccc(C)cc12)Cc1ccc(OC)c(OC)c1 | -2% | 0% | -3% | 4% | -26% | -11% | ? | ?
CCC(C)NCCCOc1ccc(C)cc1OC (stereo unspecified) | i | 1% | 4% | -5% | ? | 3% | 3% | -3%[46 µM]
COc1cc(OC)cc(-c2nc(-c3ccc(Br)cc3)no2)c1 | 0% | -9% | -9% | -8% | 1% | 5% | -7% | -1%
COc1ccccc1CN1C[C@@H]2C[C@@H](C3=Cc4cc(Cl)ccc4OC3)N3CCC[C@@]23C1=O | i | nt | -26% | -7% | ? | nt | -15% | nt
CCCSCC(=O)Nc1ncc2c(n1)-c1ccccc1CC2 | -8% | -2% | ? | ? | ? | -1% | ? | ?
COC(=O)C1=C(C(=O)OC)[C@@H]2N(C)c3ccc(OC)cc3[C@@]23C[C@@H](C(=O)OC)N(C(=O)c2ccco2)C3=N1 | -4%[11.5 µM] | -2%[7.66 µM] | nt | 8%[13.5 µM] | -2%[11.4 µM] | 1%[9.22 µM] | 0%[11.5 µM] | 12%[9.22 µM]
c1cncc(-c2nc(NCc3ccc4c(c3)OCO4)c3ccccc3n2)c1 | -6% | nt | -12% | nt | -8% | nt | ? | nt
CCOC(=O)C1C(C(=O)OC)=C(c2ccc(OC)cc2)c2ccccc2N1S(=O)(=O)C(F)(F)F (stereo unspecified) | i | 2%[39.9 µM] | 12% | ? | nt | nt | -9% | nt
COc1cccc(N2CCN(C3C4CC5CC(C4)CC3C5)CC2)c1 (stereo unspecified) | -7% | 7% | nt | ? | 1% | -31%[inhibitor] | -18% | 8%
CCOC(=O)C1=C(O)/C(=C\c2cc(C)n(-c3ccccc3F)c2C)N=C1C | -5% | -2% | nt | ? | -22% | -35%[inhibitor] | ? | nt
CC(C(=O)O)N1C(=O)c2cccc3cccc1c23 (stereo unspecified) | -2% | 3% | nt | -11% | ? | 15% | -5% | -1%
CSc1nc(C)cc(NC(N)=O)n1 | 2% | -3% | nt | 0% | -2% | 46% | -3% | 0%
O=C(Nc1cc(Cl)ccc1Oc1ccccc1)c1cnccn1 | -16% | 1% | nt | 3% | 2% | -26% | -8% | 13%
